Compound activity as filed in PubChem BioAssay.
DNA FID counter: counter-screen for HCV NS3 helicase inhibitors: DNA intercalator displacement; hit rate 0.17% among 290,000; inhibition, % at 7.9 µM; DNA fluorescent intercalator displacement, fluorescence; in the data active = inhibition above about 37%;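 note: 0% = vehicle and 100% = reference compound; higher means more ethidium bromide displaced from hairpin DNA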
MEKK2mut PB1 HTS: signal of MEK5 binding to mutant human MEKK2 PB1 domain; bead flow cytometry, Alexa488-MEK5 binding to MEKK2 mutant; percent response, % at 10 µM; hit rate 0.35% among 290,000; AID 1530; in the data active = percent response above about 24%, passing the limit was not always enough; note: inactives centre near 1; some results filed as inactive read as strong as hits
MEKK2wt PB1 HTS: raises or lowers MEK5 binding to wildtype human MEKK2 PB1 domain | Q9Y2U5 | bead flow cytometry, Alexa488-MEK5 binding to MEKK2 WT; actives lie on both sides | binding response (% of control), % at 10 µM | hit rate 1.1% among 290,000 | AID 1531; in the data active = binding response below about 67% or above about 130%
UBC9 SUMO inh: SUMOylation inhibition; P63279; HTRF SUMOylation assay, SAE1/SAE2 + UBC9, in vitro; inhibition, % at 35 µM; hit rate 0.36% among 290,000; AID 2006; in the data active = inhibition above about 50%, passing the limit was not always enough; note: strong numbers were not always called active
Target sequence (P63279 whole entry, looked up): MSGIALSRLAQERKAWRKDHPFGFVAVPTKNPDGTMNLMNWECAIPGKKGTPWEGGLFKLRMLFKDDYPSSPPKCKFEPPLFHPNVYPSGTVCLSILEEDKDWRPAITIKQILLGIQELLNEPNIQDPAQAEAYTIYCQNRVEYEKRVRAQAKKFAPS
HCV NS3 hel inh: HCV NS3 helicase inhibition | AID 1800 | NS3 helicase DNA unwinding, Cy5 molecular beacon fluorescence | hit rate 0.56% among 290,000 | inhibition, % at 10.9 µM;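 active = inhibition above the mean of all tested compounds plus 3 SD, set per campaign, cut at about 35% in these data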;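 note: 0% = DMSO wells and 100% = thioflavine S control wells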
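Assay system: hepatitis C virus NS3 helicase domain fragment enzyme. Also added: annealed dual-labelled DNA beacon duplex, ATP-started. Timing: 1 h reaction at 25 °C, ATP-initiated. Technique: Cy5 fluorescence at 0 and 60 min, beacon hairpin quenching. Evaluation: % inhibition of unwinding. Replication: one well per compound.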
VIM-2 inhibitor: blocks Pseudomonas aeruginosa VIM-2 metallo-beta-lactamase | purified VIM-2, nitrocefin hydrolysis, epi-absorbance fluorescence | inhibition, % at 5.6 µM | hit rate 0.89% among 290,000 | AID 1527;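 active = inhibition above the mean of all tested compounds plus 3 SD, cutoff set per screening run, cut at about 7.5% in these data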;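 note: red hydrolysis product quenches plate fluorescence so inhibitors raise well fluorescence; 0% = enzyme with DMSO and 100% = DMSO without enzyme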
M18AAP inhibitor: PfM18AAP enzyme inhibition; recombinant PfM18AAP, H-Glu-NHMec fluorogenic cleavage; inhibition, % at 7.35 µM; hit rate 1.2% among 290,000;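 active = inhibition above the campaign mean inhibition over all tested compounds plus 3 SD, cut at about 28% in these data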;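 note: 0% = plate median of test compound wells and 100% = 2 mM ZnCl2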
IMP-1 inh: inhibitors of Pseudomonas aeruginosa IMP-1 metallo-beta-lactamase; purified IMP-1, nitrocefin hydrolysis, epi-absorbance fluorescence; inhibition, % at 5.6 µM; AID 1556; hit rate 0.45% among 290,000;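 active = inhibition above the mean plus 3 SD of all compounds in the same screening run, cut at about 4.5% in these data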;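 note: 0% = IMP-1 with DMSO and 100% = DMSO wells lacking enzyme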
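System: Purified recombinant IMP-1 metallo-beta-lactamase enzyme | Measured by: Fluorescence quenching readout, ex 480/em 530 nm | Replication: Singlicate | Incubation: 15 min preincubation plus 25 min reaction at 25 °C | Evaluation: Percent inhibition from optical density relative to buffer-blank wells | Benchmarks: DMSO with and without IMP-1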
NALP1 inh: blocks the NALP1 inflammasome reconstituted in yeast; inhibition, % at 10 µM; hit rate 0.61% among 280,000; S. cerevisiae NALP1/ASC/caspase-1 growth, X-gal OD620, 72 h; AID 2071; in the data active = inhibition mostly above about 24%, no sharp cut-off; inactive = mostly below about 32%; note: some compounds called inactive have numbers as strong as hits
The depositor's hits bear a star; x = not tested or not shown; + = active, no number.

No. | structure | DNA FID counter | M18AAP inhibitor | MEKK2wt PB1 HTS | MEKK2mut PB1 HTS | HCV NS3 hel inh | IMP-1 inh | NALP1 inh | UBC9 SUMO inh | VIM-2 inhibitor
1 | Cc1cc(NC(=O)CCC(=O)N(CC(=O)NC2CCCC2)c2ccc3c(c2)OCCO3)no1 | -2 | 1 | 106 | 5 | -2 | -3.3 | -2 | -12 | -2.5
2 | Cc1cccc(N2C(=O)CC(N3CCN(c4cccc(C(F)(F)F)c4)CC3)C2=O)c1 (stereo not drawn) | -19 | -3 | 97 | -3 | 3 | -1.3 | -9 | 5 | -1.6
3 | O=c1[nH]c2ccc(S(=O)(=O)N3CCN(C4CCCCC4)CC3)cc2[nH]c1=O | 17 | -5 | 99 | 2 | 30 | 0.7 | x | 18 | 0.5
4 | S=C(NCc1ccccc1)NCc1ccc2c(c1)OCO2 | -3 | 8 | 110 | 21 | -14 | -3.2 | 16 | -2 | -4.2
5 | COc1ccc(C(=O)N/N=C\c2coc3ccccc3c2=O)cc1 | -3 | 20 | 99 | -1 | 3 | -1.7 | -12 | 0 | -4.5
6 | COc1ccc(S(=O)(=O)N(C)c2ccc(C(=O)NCC3CCCO3)cc2)cc1OC (stereo not drawn) | -24 | -4 | 99 | 5 | 4 | -4.6 | -17 | -7 | -1.9
7 | Cc1noc(C)c1CCC(=O)NC1CCCN(Cc2ccc(Cl)cc2)C1 (stereo not drawn) | -4 | -3 | 100 | 0 | -4 | -0.8 | 17 | 8 | -1.4
8 | COc1cc(C2C(=O)c3ccccc3C2=O)ccc1O | -3 | 7 | 106 | 1 | 8 | -2.0 | 19 | 13 | 5.6
9 | COc1ccc(CNC(=O)c2ccc(CS(=O)(=O)Cc3ccccc3F)o2)cc1 | -14 | 3 | 91 | -10 | 4 | -1.7 | -3 | 12 | 0.4
10 | Cc1c(N/C=C/C(=O)C(F)(F)F)c(=O)n(-c2ccccc2)n1C | -4 | 3 | 93 | -10 | 3 | -2.9 | 4 | -3 | -1.9
11 | Cc1ccc(-c2nnc(N3CCCCC3)c3ccccc23)cc1S(=O)(=O)N(C)C | -11 | -3 | 102 | 3 | -5 | -3.6 | -26 | 4 | -1.3
12 | O=C(Nc1ccc(S(=O)(=O)Nc2ncccn2)cc1)c1cccc(Br)c1 | -8 | -1 | 100 | 5 | 0 | -3.5 | 0 | 5 | -2.4
13 | Cc1cnnc2c1-c1nonc1CC2 | -2 | 1 | 106 | 3 | 4 | 4.5* | 22 | 11 | -2.2
14 | N#Cc1cc(-c2ccccc2)[nH]c1-c1nccc2ccccc12 | -16 | -1 | 95 | 1 | -12 | -1.3 | 4 | 20 | -1.7
15 | Cc1cc(C)c(S(=O)(=O)N(CC(=O)O)C2CCCCC2)c(C)c1 | -41 | 2 | 99 | 4 | 10 | -1.3 | -17 | 7 | 0.6
16 | O=C(Cc1ccc(-c2ccccc2)cc1)NC(c1ccccc1)c1ccccc1 | 2 | -5 | 104 | 9 | 6 | -2.7 | 9 | 9 | -2.8

Given screen by screen: part of the list above
6: COc1ccc(S(=O)(=O)N(C)c2ccc(C(=O)NCC3CCCO3)cc2)cc1OC (stereo not drawn)
5: COc1ccc(C(=O)N/N=C\c2coc3ccccc3c2=O)cc1
2: Cc1cccc(N2C(=O)CC(N3CCN(c4cccc(C(F)(F)F)c4)CC3)C2=O)c1 (stereo not drawn)
7: Cc1noc(C)c1CCC(=O)NC1CCCN(Cc2ccc(Cl)cc2)C1 (stereo not drawn)

assay / compound,6,5,2,7
DNA FID counter,-24,-3,-19,-4
M18AAP inhibitor,-4,20,-3,-3
MEKK2wt PB1 HTS,99,99,97,100
MEKK2mut PB1 HTS,5,-1,-3,0
HCV NS3 hel inh,4,3,3,-4
IMP-1 inh,-4.6,-1.7,-1.3,-0.8
NALP1 inh,-17,-12,-9,17
UBC9 SUMO inh,-7,0,5,8
VIM-2 inhibitor,-1.9,-4.5,-1.6,-1.4

Further structures follow.
No. | structure | DNA FID counter | M18AAP inhibitor | MEKK2wt PB1 HTS | MEKK2mut PB1 HTS | HCV NS3 hel inh | IMP-1 inh | NALP1 inh | UBC9 SUMO inh | VIM-2 inhibitor
17 | Cc1ccc(S(=O)(=O)N(C)c2ccc(OC(=O)c3ccc(N4CCCC4=O)cc3)cc2)cc1 | -1 | -1 | 95 | -4 | -9 | -1.8 | 22 | -6 | -1.2
18 | CC(C)CCC(O)(CCC(C)C)C(=O)NNc1ccccc1 | -13 | -8 | 98 | -1 | 10 | -3.0 | 36 | -5 | -4.4
19 | CC(=O)c1ccc(NC(=O)N2C3CCC2CC(O)(c2cccnc2)C3)cc1 (stereo not drawn) | -2 | 3 | 98 | 3 | 3 | -2.7 | 7 | -14 | -1.1
20 | COc1ccccc1C(C[N+](=O)[O-])c1c(N)n(C)c(=O)n(C)c1=O (stereo not drawn) | -3 | 24 | 114 | 24 | 0 | -2.9 | + | -6 | -0.3
21 | CCCn1cnc2c(=O)oc3ccccc3c21 | 0 | -7 | 105 | 2 | -12 | -0.9 | 13 | 4 | -1.6
22 | CC(=O)c1csc(COc2ccccc2)n1 | -1 | -10 | 95 | -16 | 8 | -1.5 | 22 | 7 | -1.6
23 | O=C(NCc1ccc(F)cc1)C(=O)NCC(c1ccco1)N1CCOCC1 (stereo not drawn) | -5 | -7 | 98 | -5 | -6 | -3.4 | -9 | 7 | -2.7
24 | COc1ccccc1-c1nnc(NC(=O)OCC(C)C)s1 | -8 | 2 | 98 | -2 | 6 | -3.4 | -8 | 5 | -3.6

One compound at a time (already shown). Screens in order: DNA FID counter | M18AAP inhibitor | MEKK2wt PB1 HTS | MEKK2mut PB1 HTS | HCV NS3 hel inh | IMP-1 inh | NALP1 inh | UBC9 SUMO inh | VIM-2 inhibitor
`O=C(NCc1ccc(F)cc1)C(=O)NCC(c1ccco1)N1CCOCC1` (stereo not drawn) as listed: -5 | -7 | 98 | -5 | -6 | -3.4 | -9 | 7 | -2.7
`COc1ccccc1C(C[N+](=O)[O-])c1c(N)n(C)c(=O)n(C)c1=O` (stereo not drawn) as listed: -3 | 24 | 114 | 24 | 0 | -2.9 | + | -6 | -0.3
`CC(C)CCC(O)(CCC(C)C)C(=O)NNc1ccccc1` as listed: -13 | -8 | 98 | -1 | 10 | -3.0 | 36 | -5 | -4.4

Later entries:
No. | structure | DNA FID counter | M18AAP inhibitor | MEKK2wt PB1 HTS | MEKK2mut PB1 HTS | HCV NS3 hel inh | IMP-1 inh | NALP1 inh | UBC9 SUMO inh | VIM-2 inhibitor
25 | Cc1cc(N2CCN(C)CC2)nc2ccc(NC(=O)c3ccc4c(c3)OCO4)cc12 | 29 | -7 | 115 | 2 | -37 | -0.8 | 17 | -2 | 0.1
26 | CCOc1ccc(C(C)=O)cc1CN1C(=O)NC2(CCCCCC2)C1=O | -17 | 2 | 91 | -6 | 11 | 2.1 | 23 | -25 | 1.8
27 | COCCNC(=O)c1cnn2c(C(F)F)cc(-c3ccccc3)nc12 | -2 | -8 | 98 | -2 | 9 | -2.7 | 7 | 20 | 2.2
28 | Cc1nn(CC(=O)Nc2ccc(Cl)c(S(=O)(=O)N(C)C)c2)c(C)c1[N+](=O)[O-] | 8 | -4 | 100 | -1 | 6 | -1.5 | 19 | 12 | -1.0
29 | Cc1cc(C)c2cc(C(=O)N3CCC(Cc4ccccc4)CC3)[nH]c2c1 | -14 | -14 | 98 | -12 | -1 | -2.7 | x | 0 | -0.2
30 | COc1ccccc1C(=O)OCC(=O)NC(C)CCc1ccccc1 (stereo not drawn) | -31 | -4 | 102 | 5 | 8 | -4.0 | 8 | 5 | -2.5
31 | Cc1nc2ccccc2nc1Nc1cccc(Cl)c1 | -3 | -3 | 102 | 3 | -13 | -1.9 | 5 | 6 | -2.2
32 | C=CCn1c(SCC(=O)c2cccs2)nc2sc(C)cc2c1=O | -10 | 4 | 97 | 1 | 0 | -0.8 | 4 | 17 | -0.3
33 | C=CCN1C(=O)c2ccccc2Sc2ccc(C(=O)NCC(OC)OC)cc21 | -23 | 0 | 102 | 1 | -7 | -1.2 | 0 | -17 | -3.0
34 | O=C(Cc1ccc(Cl)cc1)NNC(=O)C1CC=CCC1C(=O)O (stereo not drawn) | -2 | -10 | 105 | 5 | 19 | -0.3 | 7 | 15 | 1.2
35 | C/C(CC(=O)Nc1ccc(C)c(Cl)c1)=N\NC(=O)Cc1cnc(N)s1 | -6 | 2 | 93 | -7 | -1 | 0.0 | -5 | 5 | -3.3
36 | S=C(NCC(c1ccco1)N1CCCC1)Nc1ccccc1 (stereo not drawn) | -11 | 2 | 98 | -1 | 4 | -2.1 | -4 | 19 | -1.3
37 | COCCNC(=O)[C@@]1(Cc2ccccc2)C=C[C@@H](C)N1C(C)=O | -4 | 3 | 98 | 5 | -6 | -2.3 | 26 | 20 | -4.1
38 | CCOC(=O)N1CCN(C(=O)c2ccc3nc(-c4ccccc4)c(-c4ccccc4)nc3c2)CC1 | -71 | 3 | 96 | -5 | -8 | -3.2 | -2 | x | -4.1
39 | Cc1cc(S(=O)(=O)N2CCN=C2c2ccccc2)ccc1F | -1 | -3 | 104 | 7 | -2 | -5.0 | 3 | 1 | -4.5
40 | Cc1ccc(NC(=O)COC(=O)CN2C(=O)C3CCCCC3C2=O)cc1S(=O)(=O)N1CCOCC1 (stereo not drawn) | -14 | 2 | 89 | -3 | 4 | -3.6 | 30 | 3 | -0.6
41 | O=C(CC(=O)N/N=C/c1c(F)cccc1Cl)NCCc1ccccc1 | -19 | -6 | 102 | 1 | -8 | -0.1 | -4 | 8 | 0.3
42 | COc1cc2c(cc1OC)CN(S(=O)(=O)c1ccc3c(c1)OCCO3)CC2 | -18 | -3 | 102 | 1 | -12 | -2.5 | 11 | 21 | -1.4
43 | COc1cccc(-n2cc(CN(C)Cc3nc(Cc4cccc(F)c4)no3)cn2)c1 | -25 | -10 | 107 | -3 | -6 | -3.0 | 21 | 9 | -2.3
44 | O=C(Cc1ccsc1)NCC(=O)Nc1ccc(F)c(F)c1 | -5 | -6 | 107 | 7 | 2 | -3.6 | 9 | 17 | -2.0
45 | COc1cccc(-c2csc(N3CCN(CC(=O)Nc4ccc5c(c4)OCO5)CC3)n2)c1 | -9 | -6 | 110 | 5 | -8 | 3.0 | 9 | -12 | -2.4
46 | O=C(C1CC(=O)N(c2ccccc2)C1)N1CCCCCC1 (stereo not drawn) | -8 | 3 | 96 | 2 | 4 | -4.4 | -55 | 8 | -2.4
47 | COc1ccc(CCNC(=O)c2cccc(Br)c2)cc1OC | -7 | -3 | 102 | 2 | 2 | -0.5 | 1 | 3 | -0.1
48 | COc1c(Cl)cc(Cl)cc1/C=N/NC(=O)c1nnn(-c2nonc2N)c1CN1CCC(C)CC1 | -7 | -3 | 88 | -2 | -5 | -0.8 | 15 | 5 | -0.2
49 | Cc1ccccc1NC(=O)Nc1cnccn1 | -5 | -6 | 103 | 3 | 10 | 1.0 | 17 | 20 | -4.0
50 | CCCc1nc(C)cc(N2CCN(c3ccccc3)CC2)n1 | 9 | -3 | 106 | 6 | 0 | -1.8 | 24 | 10 | 1.8
51 | Cc1cc(C)c(OC2(c3ccccc3)OC(=O)c3ccccc32)c(C)c1 (stereo not drawn) | -8 | -9 | 99 | 6 | -7 | -0.4 | -10 | -7 | 4.3
52 | O=C(Cn1cnc2ccccc2c1=O)NCc1cccs1 | 1 | -1 | 90 | -9 | 4 | -1.2 | 2 | 8 | -2.0
